SIAE primary: inhibitors of human sialic acid acetylesterase SIAE; SIAE FP-Rh probe binding, fluorescence polarization; hit rate 0.69% among 370,000; inhibition, % at 9.66 µM; AID 1053197; Q9HAT2;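 active = inhibition above a cutoff: mean of compounds within the control limits plus 3 SD of those, cut at about 17% in these data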;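 note: 0% = plate median of compound wells and 100% = probe without SIAE protein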
UHRF1 MBD2 ctr: human UHRF1 methylated DNA binding inhibitors; Q96T88; inhibition, % at 4.4 µM; UHRF1 binding to methylated oligo, TR-FRET; hit rate 0.75% among 370,000; in the data active = inhibition above about 21%;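 note: UHRF1 SRA domain binding a hemimethylated CpG hairpin DNA probe; 0% = median of test compound wells and 100% = reference inhibitor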
KLK7 zymogen act: proKLK7 (human) activation, primary screen | purified proKLK7, EDANS-DABCYL substrate fluorescence; 100% is mature enzyme control, 0% vehicle | hit rate 0.9% among 370,000 | activation, % at 7 µM | P49862 | AID 652039;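 active = activation above the mean of all tested compounds plus 3 SD, computed per campaign excluding outliers beyond control limits, cut at about 13% in these data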
Target sequence (P49862 whole entry, looked up): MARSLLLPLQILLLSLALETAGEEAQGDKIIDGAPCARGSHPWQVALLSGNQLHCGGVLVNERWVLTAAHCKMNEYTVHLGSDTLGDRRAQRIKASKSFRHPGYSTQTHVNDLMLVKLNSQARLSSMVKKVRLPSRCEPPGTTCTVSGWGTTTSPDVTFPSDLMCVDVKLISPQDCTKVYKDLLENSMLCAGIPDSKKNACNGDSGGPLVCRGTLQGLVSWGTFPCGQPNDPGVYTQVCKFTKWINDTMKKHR
TDP2 absorb: TDP2 (human) inhibition, absorbance primary screen. O95551. recombinant TDP2, T5PNP hydrolysis, p-nitrophenol absorbance 415 nm. inhibition, % at 12.8 µM. hit rate 0.34% among 370,000. AID 720702;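 active = inhibition above the mean of all tested compounds plus 3 SD, set per campaign, cut at about 25% in these data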;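 note: 0% = DMSO with enzyme and 100% = buffer with substrate but no TDP2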
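Assay system: Recombinant human TDP2 | Quantity: 120 nM TDP2 per well | Incubation: 2 h at 37 °C | Signal: Epi absorbance | Evaluation: Percent inhibition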
Tn6 DDE FP: disrupts Tn6 cyclic peptide binding to fibrin D-Dimer-E complex. P02675. hit rate 0.21% among 370,000. inhibition, % at 8.3 µM. Fibrin DD(E) TRITC-Tn6 fluorescence polarization displacement. AID 720509;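 active = inhibition above a per-campaign cutoff: mean of compounds within control limits plus 3 SD, cut at about 15% in these data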;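 note: 0% = median of all compound wells on the plate and 100% = blocking peptide control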
Target sequence (P02675 whole entry, looked up): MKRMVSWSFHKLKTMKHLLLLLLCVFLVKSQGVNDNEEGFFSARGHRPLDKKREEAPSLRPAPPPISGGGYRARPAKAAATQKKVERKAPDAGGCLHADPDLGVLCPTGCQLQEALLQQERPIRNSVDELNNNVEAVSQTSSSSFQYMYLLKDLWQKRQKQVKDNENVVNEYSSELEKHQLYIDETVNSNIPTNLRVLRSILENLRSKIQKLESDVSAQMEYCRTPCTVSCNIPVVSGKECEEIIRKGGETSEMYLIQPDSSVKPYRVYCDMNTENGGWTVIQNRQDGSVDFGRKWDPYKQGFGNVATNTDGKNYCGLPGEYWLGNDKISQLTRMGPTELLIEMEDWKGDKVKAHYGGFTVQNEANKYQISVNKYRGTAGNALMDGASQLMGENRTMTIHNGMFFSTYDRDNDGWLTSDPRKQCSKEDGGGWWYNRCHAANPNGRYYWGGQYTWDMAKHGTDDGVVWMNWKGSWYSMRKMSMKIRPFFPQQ
PRMT1 inh: inhibitors of human PRMT1. Q99873. recombinant PRMT1, activity-based probe fluorescence polarization. inhibition, % at 2.79 µM. hit rate 1.3% among 370,000;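 active = inhibition above about 21% made by adding two undisclosed values, limit read from the data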
LEDGF integ inh: blocks HIV-1 LEDGF/p75-dependent DNA integration; TR-FRET IN-LEDGF/p75 DNA integration, Eu/Cy5; inhibition, % at 3.7 µM; hit rate 0.64% among 370,000; AID 743269;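 active = inhibition above the screen-wide mean plus 3 SD, cut at about 13% in these data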;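 note: signal is the Cy5 over europium emission ratio at 671 and 618 nm; 0% = plate median of compound wells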
MBD2 inh: MBD2-methylated oligo binding inhibition | Q9UBB5 | TR-FRET, MBD2 binding to methylated oligonucleotide | inhibition, % at 4.4 µM | hit rate 0.31% among 370,000; in the data active = inhibition above about 13%
TCR-CD3 inh: human TCR-CD3 binding inhibition; TAMRA-labeled TCR probe fluorescence, biochemical; inhibition, % at 9.4 µM; hit rate 0.37% among 360,000; AID 651800; in the data active = inhibition above about 19%;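 note: recombinant mutant TCR 2C K166C tagged with TAMRA read by polarization; 0% = receptor in buffer alone and 100% = receptor with positive control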
Tn7 DDE FP: disrupts Tn7 cyclic peptide binding to fibrin D-Dimer-E complex. AID 720508. inhibition, % at 8.3 µM. FP displacement of FITC-Tn7 peptide from fibrin DD(E); 0% = median of compound wells per plate. P02675. hit rate 0.13% among 370,000;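 active = inhibition above the mean of compounds falling within the control limits plus 3 SD of them, cut at about 14% in these data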;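 note: 0% = plate median of compound wells and 100% = 10 µM Aha-Tn7 peptide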
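Test system – human fibrin DD(E) · Times – 10 min preincubation, 3 h with tracer, room temperature · Detection – fluorescence polarization of the labelled Tn7 tracer · Measure – percent inhibition normalized to high-control wells · Benchmarks – high control wells with 10 µM unlabelled Aha-Tn7 peptide (full inhibition) · Repeats – singlicate testing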
* hit, by the source's call; . = no result given.

SMILES	SIAE primary	LEDGF integ inh	MBD2 inh	TCR-CD3 inh	KLK7 zymogen act	Tn7 DDE FP	UHRF1 MBD2 ctr	TDP2 absorb	PRMT1 inh	Tn6 DDE FP
COc1cc(C2C3=C(Nc4ncnn42)c2ccccc2CC3)cc(OC)c1OC (stereo not given)	0	2	3	-2	-0.7	-10	-1	3	2	4
CCCCOc1ccc(NC(=O)CN2CCN(Cc3ccccc3)CC2)cc1	-3	8	-3	-10	-0.3	-6	4	-15	-2	4
Cc1ccc2c(=O)n3c(nc2c1)C(Cc1ccccc1)NC(=O)c1cc(Cl)ccc1-3 (stereo not given)	-6	1	7	-9	-1.3	-6	5	-1	-2	-2
C(=N\NCc1ccccc1)/c1ccc2ncccc2c1	-5	-1	4	-11	0.3	3	0	-2	-2	-2
CCOC(=O)C1=C(CC)Nc2ccccc2N=C1NC(=O)Nc1ccc(Cl)c(Cl)c1	-101	-2	2	79*	0.4	6	-1	6	-3	11
Cc1cc(NC(=O)CSc2nnc(-c3cccc(F)c3)n2N)no1	5	3	1	2	0.9	-1	0	1	0	6
CC(C)OC(=O)CSc1nnc(COc2ccc([N+](=O)[O-])cc2)n1C	-3	-2	3	4	0.3	-6	-5	4	-4	-3
CC(Oc1ccccc1Cl)C(=O)Nc1ccc(S(=O)(=O)N2CCOCC2)cc1 (stereo not given)	7	2	3	-1	0.0	2	20	-12	1	-5
N=c1c2c(n(Cc3ccc(Br)cc3)c3c1CCC3)CCCC2	-2	2	8	-1	0.5	3	3	2	6	3
Cc1c(NS(=O)(=O)c2cc(C(=O)NCc3cccnc3)ccc2Cl)c(=O)n(-c2ccccc2)n1C	-3	0	2	1	0.3	0	-1	-1	5	4
O=C(CCS(=O)(=O)Cc1ccccc1)N1CCc2ccccc2C1	1	1	0	-1	-0.3	-3	-3	12	-1	1
Cn1c2ccccc2c2n[nH]c(=O)nc21	-1	3	-7	11	-1.2	2	-3	-3	0	-2
COc1cc(-c2cc(NC=O)c3ncc(-c4ccc(F)cc4)n3c2)cc(OC)c1OC	8	4	3	-4	-0.6	6	-4	1	3	4
Cc1nc2ccc(C(=O)N3CCC(O)(Cc4ccccc4)CC3)cn2c1N(C)C(=O)CCc1ccccc1	-2	-3	4	-5	-0.3	5	1	3	1	1
CC(=O)c1c(C)nn(CC(O)COc2ccc3c(c2)CCC3)c1C (stereo not given)	5	-1	1	0	0.7	3	0	-3	-3	-4
COc1ccc(C(=O)Nc2ccc(S(=O)(=O)Nc3onc(C)c3C)cc2)cc1	3	1	3	5	-0.3	3	-3	14	0	1
CS(=O)(=O)N1CCN(c2ccc(Cl)cc2[N+](=O)[O-])CC1	3	-8	3	4	0.5	-1	3	0	0	11
Cn1nc(C(=O)NCCc2ccc(S(N)(=O)=O)cc2)c2c1-c1ccccc1S(=O)(=O)C2	-8	-1	0	1	-0.3	-3	-1	10	-4	2
C=CCN1C(=O)/C(=C\c2cccs2)C(C(=O)OC)=C1C	6	0	-3	2	0.4	10	-1	14	-2	2
CC(=O)CC[C@H]1CC[C@]2(CCCN(C(=O)c3ccccc3)C2)O1	-8	2	1	.	-1.1	3	-2	-3	0	10

A second format for part of the listing above.
SMILES: Cc1c(NS(=O)(=O)c2cc(C(=O)NCc3cccnc3)ccc2Cl)c(=O)n(-c2ccccc2)n1C
  SIAE primary: -3
  LEDGF integ inh: 0
  MBD2 inh: 2
  TCR-CD3 inh: 1
  KLK7 zymogen act: 0.3
  Tn7 DDE FP: 0
  UHRF1 MBD2 ctr: -1
  TDP2 absorb: -1
  PRMT1 inh: 5
  Tn6 DDE FP: 4
SMILES: O=C(CCS(=O)(=O)Cc1ccccc1)N1CCc2ccccc2C1
  SIAE primary: 1
  LEDGF integ inh: 1
  MBD2 inh: 0
  TCR-CD3 inh: -1
  KLK7 zymogen act: -0.3
  Tn7 DDE FP: -3
  UHRF1 MBD2 ctr: -3
  TDP2 absorb: 12
  PRMT1 inh: -1
  Tn6 DDE FP: 1

The listing continues.
SMILES	SIAE primary	LEDGF integ inh	MBD2 inh	TCR-CD3 inh	KLK7 zymogen act	Tn7 DDE FP	UHRF1 MBD2 ctr	TDP2 absorb	PRMT1 inh	Tn6 DDE FP
COC(=O)C1=C(C)N(Cc2ccccc2C(F)(F)F)C(=NCc2ccccc2C(F)(F)F)NC1c1ccc(F)cc1 (stereo not given)	-9	1	0	0	-0.1	0	-1	-9	0	3
NCCSSCCN	5	-5	10	-1	0.3	2	7	-12	80*	-5
O=C(NCCOc1ccccc1)c1ccc2c(c1)S(=O)(=O)c1cc(Cl)ccc1C2=O	-6	5	3	-3	-0.7	-1	3	-4	4	-7
O=C(NCc1ccccn1)c1ccc(Cl)c(S(=O)(=O)N2CCOCC2)c1	0	-2	2	4	-0.2	1	1	9	2	-5
CCCCS(=O)CC(CS(=O)CCCC)OC(=O)c1ccccc1 (stereo not given)	1	-4	8	-8	-0.6	-3	6	-9	5	-2
COc1cc(CNC(=O)C2CC2)ccc1OCc1ccccc1	9	4	-1	-4	0.2	-5	-3	2	-4	-1
COc1ccc(CNC(=O)CCc2c[nH]c3ccccc23)cc1	6	-2	2	-2	-0.2	5	2	8	-2	8
Cc1cc(=O)c2cc(Br)ccc2n1CC(=O)NCc1ccccc1	5	-2	2	3	-0.3	1	-1	4	-2	-7
O=C(O)c1ccccc1-c1ccccc1C(=O)Nc1ccccc1Br	-3	-2	4	0	-0.3	-5	0	-1	2	-5
CCOc1ccc(C(=O)OCC(=O)Nc2cc(C)on2)cc1OCC	1	1	1	6	0.5	-8	3	0	-2	-8
Cc1ccn2c(=O)nc(SCC(=O)NC3CCCC3)nc2c1	4	-4	0	-4	-0.8	2	0	-3	4	-9
C/C(=N\NC(=S)NCCc1ccccc1)c1cccc(Br)c1	-7	5	6	-2	-0.4	7	2	-4	4	6
CCn1cc(C(=O)NC(C)C)c(=O)c2cc(F)c(N3CCN(C(=O)c4ccco4)CC3)cc21	-3	2	2	-1	2.0	3	9	11	-2	14
CN(CCc1ccccc1)C(=O)c1cccc(NC(=O)Cc2cccc(NC(=O)C3CCCN(C(=O)C4CCC4)C3)c2)c1 (stereo not given)	2	-2	-3	2	0.7	0	-1	-8	-4	7
CC1=C(C(=O)OCc2ccccc2)C(c2ccc(C)cc2)NC(=O)N1 (stereo not given)	1	-4	2	1	0.0	2	-1	7	-3	1
CC(=O)c1c(C)[nH]c(C(=O)COC(=O)c2cccnc2Cl)c1C	-10	6	-2	-10	-0.3	-2	-1	-25	-2	7
Cc1cn(-c2cc(NC(=O)c3ccc(C)c(Nc4nccc(-c5cccnc5)n4)c3)cc(C(F)(F)F)c2)cn1	-2	-1	1	.	0.6	1	0	7	-3	6
COCc1cc(Sc2ccc(Cl)cc2)nc(C)n1	5	-1	2	0	0.3	0	5	-1	2	-7
C/C(=C\C#N)n1nc(C)cc1N	2	2	-4	-1	-1.0	1	0	2	0	0
O=C(c1sccc1Br)N1CCN(Cc2ccc3c(c2)OCO3)CC1	5	-1	-1	3	0.1	10	2	1	-1	6
COc1cc(CN(C)C(=O)C(=O)c2c[nH]c3ccccc23)ccc1O	11	2	-1	-5	0.3	3	-2	-7	-1	0
COc1cc(SC#N)ccc1N=Cc1c(C)[nH]n(-c2ccc(C)cc2)c1=O	8	2	-1	5	-0.1	-4	-7	16	7	4
CC(=O)NC(Nc1nc2c(s1)CCCC2)(C(F)(F)F)C(F)(F)F	-3	2	3	-6	0.3	4	-3	6	0	7
O=C(NCc1cccs1)c1cc(-c2ccccc2)on1	3	0	0	-2	0.0	-3	0	2	0	3
COC(=O)C[C@H]1c2cc(C(F)(F)F)ccc2S(=O)(=O)N1C(C)(C)C	-6	1	2	2	0.1	2	-1	7	1	-1
CCOc1ccc(CCNC(=O)Cn2ncn3nc(-c4ccc(OC)cc4)cc3c2=O)cc1	-4	1	0	3	-0.5	-10	4	-4	0	-9
COc1ccc(C(CNCC(=O)Nc2ccccc2F)N(C)C)cc1 (stereo not given)	-8	2	4	3	-0.1	8	0	6	15	-1
O=C(O)/C(=C\c1ccco1)NC(=O)c1ccc(Br)o1	10	9	1	0	0.2	8	5	1	11	6
Cc1ccc(C)n1-c1ccc(C#N)cn1	4	0	6	-6	2.2	4	0	8	1	2
CC(=O)c1cc(C#N)c(N2CC(C)OC(C)C2)nc1C (stereo not given)	1	-1	-2	-1	-0.4	-7	5	-10	-2	-2
COc1ccc(OC)c(NC(=O)CCNS(=O)(=O)c2ccc3c(c2)c(=O)n(C)c(=O)n3C)c1	-1	-5	2	9	0.2	5	1	-3	1	7
COCCN(Cc1cc2cc(C)ccc2nc1Cl)C(=O)Nc1ccccc1OC	3	2	1	9	0.1	0	-1	-2	1	-3
O=C(Nc1ccccc1[N+](=O)[O-])NC1CCCCN(Cc2ccc(Cl)cc2)C1=O (stereo not given)	-3	-4	3	.	-0.1	1	0	-2	-3	-1
COC(=O)C1=C(C)NC(=O)/C1=C\c1cccs1	0	-5	-1	-7	0.9	-4	5	-8	4	-5
COc1cccc(CNC2CCC23CCC(C)CC3)c1 (stereo not given)	0	-2	2	.	.	0	2	-3	1	-1
O=C(Nc1ccc(F)c(F)c1)C1CCCCC1	-2	-2	-3	13	-0.9	2	-2	-6	-2	-3
Cc1ccc(C)c(CN2C(=O)CSc3ccc(C(=O)NCC(C)CN4CCC(C)CC4)cc32)c1 (stereo not given)	-4	-2	-6	8	-0.5	-1	0	-9	1	-5
O=C(CN1CCN(Cc2cccc(F)c2)CC1)Nc1ccccc1F	-6	1	0	3	-0.1	-7	5	-1	1	9
